PNC assembly inh: perinucleolar compartment assembly inhibition. PC3M PTB-GFP, PNC prevalence imaging, 16 h; active compounds read low. activity change (PNC), negative = inhibition, % at 10 µM. hit rate 3.1% among 140,000. AID 2417;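 active = readout at or below -70, meaning at least 70% loss of cells showing the perinucleolar compartment, a nuclear body marking cancer cells; inconclusive = readout between -30 and a set limit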;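 also: plate controls were DMSO wells for no effect and camptothecin positive control wells for full effect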
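Read-out is percentage of cells bearing a perinucleolar compartment, from automated 20x imaging of fixed, Hoechst-stained PC3M PTB-GFP cells. Cells were seeded 4 h, then exposed 16 h to compound (23 nl of library stock) in duplicate plates.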
IMPase inh: cell-permeable inhibitors of inositol monophosphatase (IMPase); P97697; CHO-M1 cells, IP1 accumulation, HTRF TR-FRET ratio; inhibition (IP1 accumulation), % at 46.1 µM; 120,000 tested, under 10 active; active = well fitted curve in the direction sought with a large enough effect in the signal ratio, not every such curve was filed as active; inconclusive = small, poorly fitted or top-dose-only effect, or a change in a side signal; inactive = no such curve, though single readings can be large or run the other way; the % refers to the signal ratio;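 also: cells stimulated with carbachol in lithium chloride buffer; plate controls were DMSO basal wells for no effect and reference inhibitor wells for full effect; higher means more IMPase inhibition seen as more IP1 and lower FRET ratio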
Target sequence (P97697 whole entry, looked up): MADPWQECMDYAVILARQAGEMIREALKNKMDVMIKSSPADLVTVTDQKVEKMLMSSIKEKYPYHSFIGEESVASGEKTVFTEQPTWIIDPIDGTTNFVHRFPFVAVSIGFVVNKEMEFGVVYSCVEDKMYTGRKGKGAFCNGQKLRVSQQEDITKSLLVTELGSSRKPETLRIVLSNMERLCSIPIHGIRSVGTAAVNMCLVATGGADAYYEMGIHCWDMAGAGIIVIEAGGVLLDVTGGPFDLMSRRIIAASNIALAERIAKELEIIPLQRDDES
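Elevated IP1 in lysates lowers TR-FRET signal (665/620 ratio and 620 channel reported). Cells were CHO-M1, given carbachol (50 uM as added) plus 50mM LiCl, pH 7.4, 30 min, 37C; compounds titrated up to 46 uM; AC50 by Hill equation.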
12-hLO inh: 12-hLO (ALOX12) enzyme inhibition; P18054; purified 12-hLO, xylenol orange hydroperoxide absorbance; Potency, µM (top dose mostly 57.1 µM), for the others: at the highest dose activity change, negative = inhibition, hits mostly inhibitors; hit rate 0.12% among 150,000; AID 1452; also: potency is read from the fitted curve at half-maximal effect; nearly all actives have a fitted effect of over 55% in size; many of its hits are not listed in these tables
Target sequence (P18054 whole entry, looked up): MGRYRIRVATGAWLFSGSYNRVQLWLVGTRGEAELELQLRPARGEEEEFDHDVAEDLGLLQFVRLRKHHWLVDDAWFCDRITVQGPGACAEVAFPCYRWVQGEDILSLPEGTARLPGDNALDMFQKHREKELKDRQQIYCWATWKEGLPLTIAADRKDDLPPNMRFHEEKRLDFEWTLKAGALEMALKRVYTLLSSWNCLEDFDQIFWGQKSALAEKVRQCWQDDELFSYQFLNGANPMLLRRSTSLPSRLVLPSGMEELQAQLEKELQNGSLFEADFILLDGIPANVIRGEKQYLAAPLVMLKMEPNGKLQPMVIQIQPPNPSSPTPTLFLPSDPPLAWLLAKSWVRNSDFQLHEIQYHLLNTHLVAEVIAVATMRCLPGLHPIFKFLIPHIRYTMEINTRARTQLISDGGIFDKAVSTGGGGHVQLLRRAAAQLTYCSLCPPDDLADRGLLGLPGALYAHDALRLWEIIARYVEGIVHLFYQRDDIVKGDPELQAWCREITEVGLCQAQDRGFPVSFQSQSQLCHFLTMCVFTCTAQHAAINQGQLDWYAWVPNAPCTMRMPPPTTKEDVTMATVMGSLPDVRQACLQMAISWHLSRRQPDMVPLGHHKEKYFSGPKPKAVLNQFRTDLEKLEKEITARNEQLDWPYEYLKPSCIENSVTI
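Lipoxygenase turnover measured by absorbance at 573 and 405 nm after Fe-XO development. Human 12hLO 150 nM, arachidonate 40 uM, pH 7.0 Hepes buffer with detergent; 15 min compound preincubation, 30 min reaction.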
15-hLO-2 inh: blocks human 15-lipoxygenase 2 activity | purified 15hLO-2, xylenol orange hydroperoxide absorbance | Potency, µM (top dose mostly 57.1 µM), without a hit: at the highest dose activity change, negative = inhibition, hits mostly inhibitors | hit rate 0.56% among 110,000; also: potency is read from the fitted curve at half-maximal effect; nearly all actives have a fitted effect of over 60% in size; many of its hits are not listed in these tables
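Screening format was qHTS against 50 nM purified 15hLO-2 in Hepes pH 7.5 with detergent. Activity follows hydroperoxide formation from 45 uM arachidonic acid, measured as 573:405 nm absorbance ratio of the ferric-xylenol orange complex.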
* hit, by the source's call; ? = inconclusive; / = not tested or not shown; [ ] = dose if it differs, or a comment. Unless noted, calls follow the shape of the dose curve; as a rule, active = well fitted curve in the direction sought with a large enough effect; inconclusive = small, poorly fitted or top-dose-only effect, or another doubt; inactive = no such curve, though single readings can be large; an effect the other way counts as inactive or inconclusive. Unless noted, % is scaled to controls: 0 for no effect and ±100 for the full control effect. These rows are one share of the data. The share of hits here may be higher or lower than overall.

SMILES	PNC assembly inh	IMPase inh	12-hLO inh	15-hLO-2 inh
Cc1[nH]n(-c2ccccc2)c(=O)c1-c1ccc(Cl)cc1	-16	4	-16%	?
COc1cc(CNCc2ccc(OC)c(OC)c2OC)cc(OC)c1	-21	6	-3%	0%
CC(=O)c1ccc(OC(C)C)c(Cc2c(O)nc(N)[nH]c2=O)c1	78	/	1%	/
Cc1ccccc1CSc1nc2ccccc2c(=O)[nH]1	118	/	-1%	/
Cc1ccc(C2C(C#N)=C(N)SC(N)=C2C#N)o1	18	-13	-25%	?
CCOC(=O)c1nnc(-c2cccs2)nc1Oc1ccccc1C(=O)OC	-5	0	-1%	-4%
Cc1ccc(NC(=O)C2Cc3ccccc3CN2C(=O)c2ccccc2)cc1Cl (stereo not given)	-26	/	-2%	/
CCOC(=O)COc1ccc(S(=O)(=O)NCc2ccco2)cc1	12	-3	-2%	2%
CN1C(=O)C2CN(CCc3ccccc3)CNC2N(C)C1=O (stereo not given)	11	-2	3%	-1%
CC(=O)COC(=O)CNC(=O)c1ccc(Br)cc1	?	-2	1%	1%
COc1ccc(OCCCC(=O)Nc2cccc(C(C)=O)c2)cc1	39	3	-1%	/
COc1cc2oc3ccccc3c2cc1N(CC(=O)N1CCCCC1)S(=O)(=O)c1ccc(C)cc1	-17	2	-14%	9%
CCOc1ccc2[nH]c(=O)c(C(c3nnnn3CCOC)N3CCOCC3)cc2c1 (stereo not given)	3	8	-3%	-4%
COC(=O)c1ccc(C(=O)OCc2nc3cc4ccccc4cc3[nH]2)cc1	-21	3	3%	/
Cc1ccn2c(NC3CCCCC3)c(C(C)C)nc2c1	3	11	-3%	/
CCNC(=O)NC(=O)C(C)Sc1ccc2c(c1)OCCO2 (stereo not given)	-22	-3	2%	-5%
COc1ccc(OC)c(S(=O)(=O)Nc2cccc(F)c2)c1	3	-3	6%	-8%
COc1ccccc1CC(=O)NCCc1ccc(S(N)(=O)=O)cc1	200	5	7%	/
O=C(CC(=O)Nc1ccccn1)Nc1ccccn1	-17	-7	3%	-3%
O=C(O)CCN1C(=O)c2ccc(NC(=O)CSCc3ccccc3)cc2C1=O	35	/	1%	/
CCC(=O)Nc1ccc(NC(=O)c2cc3ccccc3o2)cc1	?	-1	-10%	5%
CCCS(=O)(=O)N1CCC(C(=O)NCCCN2CCC(Cc3ccccc3)CC2)CC1	-28	13	-5%	19%
Cc1cc(NC(=O)CSc2ccccc2)no1	7	0	-5%	1%
Cc1ccc(C)c(NC(=S)N(CCc2nc3cc(C)c(C)cc3[nH]2)Cc2cccnc2)c1	60	3	5%	/
CS(=O)(=O)N1CCN(c2nnc(-c3ccccc3)c3ccccc23)CC1	0	3	5%	-6%
CCOc1cc(/C=C2\SC(=N)N(c3nccs3)C2=O)ccc1OCCN1CCOCC1	?	/	5%	/
CC(=O)Nc1cccc(NC(=O)c2c(-c3ccccc3Cl)noc2C)c1	27	13	5%	-2%
c1ccc2c(c1)nc(CN1CCOCC1)n1c3ccccc3nc21	?	11	-2%	2%
Cc1cc2cc(CNC(=O)c3cccs3)ccc2n1C	-4	/	4%	/
Cc1cc2cc(C)c3nnc(SCC(=O)NCc4ccco4)n3c2cc1C	-16	1	-6%	-8%
O=C(Cc1nc2ccccc2s1)c1ccc(O)cc1O	?	0	-18%	-5%
COCCNC(=O)CSc1nc2cc(OC)c(OC)cc2c(=O)n1Cc1ccc(OC)cc1	13	-2	0%	-2%
CC1=C(C(=O)Nc2ccccc2)C(c2ccc(C)o2)n2ncnc2N1 (stereo not given)	38	-3	5%	3%
COc1ccc(N(C)S(=O)(=O)c2ccc3c(c2)CCC(=O)N3)cc1	-6	10	3%	-9%
CCN(c1ccccc1)S(=O)(=O)c1ccc(Oc2ccc(-n3ccnc3)cc2)nc1	19	-14	-6%	-2%
CCOC(=O)c1c(NC(=O)c2ccco2)sc2c1CCCC2	-25	0	-8%	-7%
O=C(CSc1nc(-c2ccc(F)cc2)cc(C(F)(F)F)n1)NCc1ccco1	-13	-9	3%	/
c1ccc(-c2nnc(CSc3nc4ccccc4[nH]3)o2)cc1	?	2	1%	-2%
O=C(Nc1cccc(F)c1)c1ccc2c(c1)OCO2	?	7	4%	11%[2.29 µM]
Cc1ccc(NC(=O)Nc2ccccc2C(=O)NCc2ccccc2)cc1	20	6	-2%	11%
COc1ccccc1CNc1nc2nc(C)cc(=O)n2[nH]1	-5	12	2%	-1%
CCOC(=O)c1cnc2ccc(OCC)cc2c1N1CCN(c2ccccc2OC)CC1	-12	14	-11%	21%
CCCc1c(C)c(C#N)c2nc3ccccc3n2c1NCCCN1CCOCC1	114	2	4%	19%
CC1(C)Cc2cccc(OCC(=O)N3CCN(c4ccccc4)CC3)c2O1	?	9	2%	/
c1ccc(-n2nnnc2NC2CCCCC2)cc1	-14	-10	1%	0%
O=C(COC(=O)c1cccnc1)c1ccc(Cl)c(Cl)c1	23	-2	-6%	-2%
COc1ccc(NC(=O)CN2CCC(C(N)=O)CC2)cc1	19	4	-4%	-7%
O=C(Nc1cccc2ccccc12)/C(=C/c1cccc([N+](=O)[O-])c1)NC(=O)c1cccs1	-20	2	-3%	/
O=C(Cc1cn2ccsc2n1)Nc1cccc2cnccc12	32	5	-5%	7%
COc1ccc(OC)c(NC(=O)CSc2nc3ccccc3c(=O)n2CCNC(C)=O)c1	284	-3	12%	/
COc1ccc(CCNC(=O)C2CC(c3ccc([N+](=O)[O-])cc3)=NO2)cc1 (stereo not given)	-8	4	0%	-11%
CCOC(=O)CSc1nnc(CNc2nc(-c3ccccc3)cs2)n1C	-26	3	8%	-15%
COc1cccc(C(=O)Nc2cc(NC(=O)c3ccco3)ccc2OC)c1	34	-7	-4%	2%
CCCCC(CC(C)O)c1n[nH]c(=S)n1-c1ccccc1 (stereo not given)	5	/	2%	/
C=CCc1c(C)nc(SC)nc1Nc1ccc(C(C)=O)cc1	15	0	-9%	13%
CCCCCCC(=O)c1c(C)[nH]c(C(=O)OCC)c1C	-27	13	-6%	6%
CC(=O)NC(CC(=O)NC12CC3CC(CC(C3)C1)C2)c1ccccc1 (stereo not given)	-24	/	1%	/
O=C(CCSc1ccc(Cl)cc1)c1cccs1	?	12	-4%	-3%
O=S(=O)(CCc1nc2ccccc2[nH]1)c1ccc(Cl)cc1	21	/	2%	/
CCOc1ccc(C2C(C(=O)c3ccco3)=C(O)C(=O)N2Cc2cccnc2)cc1 (stereo not given)	?	-19	-8%	-7%
The list continues.
SMILES	PNC assembly inh	IMPase inh	12-hLO inh	15-hLO-2 inh
CCN1C=C(Cc2ccc(OC)cc2)C2=C(C1)C(c1ccc(OC)cc1)C(C#N)=C(N)O2 (stereo not given)	14	1	-8%	58%[activator]
O=C(Nc1ccc(F)cc1)c1cnc(-c2ccccc2)nc1-c1ccccc1	0	6	13%	-5%
CCCCOc1ccc(NC2=NC3(CCCCC3)N=C(N)N2)cc1	-1	-2	-5%	53%[activator]
COc1ccc(C2NC(=O)c3sc4nc(C)c(C(C)=O)c(-c5ccc(Cl)cc5)c4c3N2)cc1 (stereo not given)	28	-13	3%	14%
COc1cccc(C(=O)Nc2ccc(NC(=O)C3CC3)cn2)c1	23	10	-6%	-1%
Cc1oc(-c2ccc(Cl)cc2)nc1CN1CCCC(C(=O)NCCCN2CCCC2=O)C1 (stereo not given)	1	-6	5%	21%
O=C(N/N=C/C(Cl)=C/c1ccccc1)c1cnccn1	106	-18	-1%	/
c1ccc(CNc2nnnn2-c2ccccc2)cc1	-2	17	4%	/
COC(=O)c1ccccc1NC(=O)CC#N	18	0	-8%	1%
N#Cc1cccc(NC(=O)N2CC[C@@]3(CCCN(C(=O)c4cnccn4)C3)C2)c1	/	/	3%	-7%
Cc1cccc(NS(=O)(=O)c2cc(C(=O)OCC(=O)Nc3cc(C)on3)ccc2C)c1	?	-2	3%	-11%
COc1cc(O)cc(OC)c1OC	/	/	-8%	-2%
O=C(O)[C@@H]1CCCN1Cc1c[nH]c2ccccc12	/	/	5%[11.4 µM]	-7%[11.4 µM]
O=C(c1cnccn1)N1CCC2(CC1)CCN(C(c1ccccc1)c1ccccc1)CC2	/	/	-6%	1%
CC(=O)C1=C(C)OC(N)=C(C#N)C1c1ccncc1 (stereo not given)	?	10	-7%	7%[2.29 µM]

Grouped by structure, those above with two or more sulfur atoms (3)
SMILES	PNC assembly inh	IMPase inh	12-hLO inh	15-hLO-2 inh
CCOc1cc(/C=C2\SC(=N)N(c3nccs3)C2=O)ccc1OCCN1CCOCC1	?	/	5%	/
CCOC(=O)CSc1nnc(CNc2nc(-c3ccccc3)cs2)n1C	-26	3	8%	-15%
O=C(CCSc1ccc(Cl)cc1)c1cccs1	?	12	-4%	-3%

(next part)
SMILES	PNC assembly inh	IMPase inh	12-hLO inh	15-hLO-2 inh
CN(C(=S)Nc1cccnc1)c1ccc(O)cc1	30	/	1%	/
Cc1c(C(=O)OCC(=O)N2CC(C)OC(C)C2)oc2ccc(Br)cc12 (stereo not given)	?	-11	-6%	8%
COC(=O)c1nonc1NCn1nnc2ccccc21	-1	-2	7%	7%
N#CC1=C(N)N(c2ccccc2)C2=C(C(=O)CCC2)C1c1ccsc1 (stereo not given)	?	3	-23%	-1%
Cc1cc(C)cc(N2C(=O)CC(n3ccnc3)C2=O)c1 (stereo not given)	5	-3	-4%	0%
O=C(O)CC1SC(=Nc2cccc(C(F)(F)F)c2)NC1=O (stereo not given)	19	-2	0%	-3%
Cc1nc(-c2ccc(O)c(O)c2)cs1	?	1	-17%	?
CCCCCC1CC(CC(=O)O)C(=O)O1 (stereo not given)	-13	0	2%	0%
O=C(CCn1c(=O)oc2ccccc21)N1CCc2ccccc21	-9	-1	-3%	12%
Cc1ccc(C2NC(=S)NC3=C2C(=O)CC(C)(C)C3)cc1 (stereo not given)	?	-6	-3%	/
Nc1c2c(nc3sc4c(c13)CCCC4)CCCCCC2	?	/	-2%	/
Cc1cc(C(F)(F)F)nn1CC(=O)NNC(=S)Nc1ccc(F)cc1	18	4	-4%	30%
COc1ccccc1Nc1nc(-c2cccc(N3C(=O)c4ccccc4C3=O)c2)cs1	15	6	-6%	/
O=C(NC(Nc1nc2ccc([N+](=O)[O-])cc2s1)(C(F)(F)F)C(F)(F)F)c1ccccc1	10	12	-7%	-10%
Cc1ccc(CSc2nc3ccsc3c(=O)n2Cc2ccccn2)cc1	9	/	-4%	/

Entries listed so far that contain a COOH group:
SMILES	PNC assembly inh	IMPase inh	12-hLO inh	15-hLO-2 inh
O=C(O)CCN1C(=O)c2ccc(NC(=O)CSCc3ccccc3)cc2C1=O	35	/	1%	/
O=C(O)[C@@H]1CCCN1Cc1c[nH]c2ccccc12	/	/	5%[11.4 µM]	-7%[11.4 µM]
O=C(O)CC1SC(=Nc2cccc(C(F)(F)F)c2)NC1=O (stereo not given)	19	-2	0%	-3%
CCCCCC1CC(CC(=O)O)C(=O)O1 (stereo not given)	-13	0	2%	0%

The list continues:
SMILES	PNC assembly inh	IMPase inh	12-hLO inh	15-hLO-2 inh
Cc1cc(C)c(NC(=O)c2cnn(C)c2)c(C)c1	?	/	3%	/
COc1ccc(C(C(=O)NC(C)(C)C)N(C(=O)CNC(=O)c2cccs2)c2ccc(C)cc2)cc1OC (stereo not given)	41	-2	3%	/
CC[C@H]1OC(=O)[C@H](C)[C@@H](O[C@H]2C[C@@](C)(OC)[C@@H](O)[C@H](C)O2)[C@H](C)[C@@H](O[C@@H]2O[C@H](C)C[C@H](N(C)C)[C@H]2O)[C@](C)(O)C[C@@H](C)[C@@H]2N[C@@H](COCCOC)O[C@H]([C@H]2C)[C@]1(C)O	19	/	-3%	/
Cc1ccc(-c2nn(C)c(=O)c3ccccc23)cc1CO	2	14	4%	/
Cc1ccccc1CCN(C(=O)CN1C(=O)c2ccccc2S1(=O)=O)C(C(=O)NCC1CCCO1)c1ccncc1 (stereo not given)	53	5	-3%	/
CC12CCC(C(=O)N(NC(=O)c3cccnc3)C1=O)C2(C)C (stereo not given)	-15	/	0%	/
Cn1c(=O)[nH]c(=O)c2c1nc(NCCCO)n2Cc1ccc(F)cc1	6	0	1%	-6%
